UbGFP stabilizer: proteasome inhibitors stabilizing ubiquitin-GFP reporter; Ubiquitin-GFP reporter cells, proteasome inhibition, GFP fluorescence; response scale: untreated = 0%, 10 µM MG-132 = 100%; Potency, µM (doses to about 45.9 µM), for inactives: at the top dose activation (GFP accumulation), hits mostly activators; 67,000 tested, under 10 active; active means well fitted activation curve with a large enough effect, not every such curve was filed as active; inconclusive means small, poorly fitted or top-dose-only effect, or another doubt; inactive means no such curve, though single readings can be large or run the other way; further: potency means the concentration at half of the fitted maximal effect
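Proteasome block read as GFP accumulation: ubiquitin(G76V)-GFP U2OS cells exposed to compound (2.9 nM–46 uM) for 4 hr at 37 C. Normalization used untreated cells as 0% and 10 uM MG-132 as 100%; concentration-response curves fitted.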
4-MU autofl: compounds fluorescent in 4-MU spectral region; 59,000 tested, 11% active; max dye-equivalent concentration, M; compound autofluorescence, 340/450 nm, 4-MU equivalents; stronger effect = higher value; in the data active means max dye-equivalent concentration above about 10 nM; inconclusive means mostly about 1.1 nM to 9.6 nM
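Intrinsic fluorescence at 340/450 nm (ex/em) was read after 15 min at room temperature in pH 8.0, 100 mM Tris. Each compound concentration expressed as 4-MU-equivalent concentration from a six-point 4-MU standard series on each plate.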
Epigenetic mod: derepresses silenced GFP locus in mouse C127i cells; mouse C127i GFP locus derepression, cytometry, 30 h; Potency, µM (top dose mostly 46.1 µM), inactives show top-dose GFP derepression (activation); 68,000 tested, 0.09% active; further: % of control where 0% means no effect
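Derepression screen: silenced CMV-GFP reporter in murine C127i cells, 30 h compound incubation at 37 C, washed cells imaged by laser-scanning cytometer to enumerate GFP-expressing objects of 20 to 120 um.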
BRCT PPI red: BRCT-phosphoprotein interaction inhibition (red fluorophore) | P38398 | BRCT-phosphopeptide binding, red fluorescence polarization | Potency, µM (highest dose often 76.9 µM), for the others: top-dose activity change, negative = inhibition, usual class: inhibitors | 75,000 tested, 0.03% active | AID 892; further: on the % scale 0 is the no-effect control and ±100 the full control effect
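Rhodamine-labelled pBACH1 10-mer (100 nM) bound to BRCT domain (100 nM) at pH 7.3; compounds incubated 12 min room temperature, polarization read. Free peptide defines full inhibition; unlabelled decapeptide titrated as control.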
HBB splicing: alters splicing of the hemoglobin beta chain; HBB splicing reporter cell assay, activation; EGFP reporter with mutant IVS2-654 intron; response scale: normalised to 500 nM splice-correcting PNA; Potency, µM (titrated, usually from 46.1 µM), inactives show top-dose activation, actives largely listed as activators; 65,000 tested, 0.06% active; AID 925; further: potency means the concentration at half of the fitted maximal effect; 0% is about no effect
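HeLa cells stably expressing EGFP interrupted by mutant beta-globin intron 2 (IVS2-654), 500/well in 2% FCS. Treated with compound for 2 days at 37C. Splicing correction scored as total well GFP intensity (488 nm excitation, 500-520 nm emission); 500 nM antisense PNA served as control.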
Hsp90 Hop PPI: changes Hsp90-Hop TPR2A binding signal, up or down; AlphaScreen TPR2A-His6 binding biotin-Hsp90 C-terminal peptide; Potency, µM (titrated, usually from 57 µM), inactives show at the top dose activity change, negative = inhibition; 71,000 tested, 0.44% active; active means well fitted curve in either direction with a large enough effect; inconclusive means small, poorly fitted or top-dose-only effect, or another doubt; further: potency means the concentration at half of the fitted maximal effect; on the % scale 0 is the no-effect control and ±100 the full control effect; many of its hits are not listed in these tables
Pol III holo inh: blocks replication by bacterial DNA polymerase III holoenzyme; reconstituted DNA polymerase III holoenzyme replication, biochemical; Potency, µM (top dose mostly 57.1 µM), inactives show at the highest dose activity change, negative = inhibition; 71,000 tested, 0.25% active; AID 603; further: potency means the concentration at half of the fitted maximal effect; on the % scale 0 is the no-effect control and ±100 the full control effect
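Reconstituted *E. coli* holoenzyme (0.35 nM Pol III, 1 nM beta, 154 nM SSB, 2 nM primase) was preincubated with compound for 15 min at RT. Synthesis on 1.4 nM ssM13Gori ran 35 min, then was stopped with PicoGreen/EDTA and read as dsDNA fluorescence.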
15-hLO inh: 15-hLO (ALOX15) enzyme inhibition. P16050. purified 15hLO-1, xylenol orange hydroperoxide absorbance. Potency, µM (doses to about 57.1 µM), without a hit: top-dose activity change, negative = inhibition, actives largely listed as inhibitors. 74,000 tested, 1.4% active. AID 887; further: potency means the concentration at half of the fitted maximal effect; on the % scale 0 is the no-effect control and ±100 the full control effect; nearly all actives have a fitted effect of over 55% in size
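Quantitative HTS in 25 mM Hepes pH 7.5 containing 0.01% Triton X-100: human 15hLO-1 at 40 nM, arachidonic acid at 50 uM, 6 min turnover. Product quantified via ferrous oxidation/xylenol orange, 573:405 nm absorbance ratio.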
BRCT inh green: BRCA1 BRCT-phosphoprotein interaction inhibition | P38398 | BRCA1 BRCT-phosphopeptide binding, green fluorescence polarization | Potency, µM (series often up to 76.9 µM), for the others: top-dose activity change, negative = inhibition, most hits filed as inhibitors | 75,000 tested, 0.05% active | AID 875;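 further: potency means the concentration at half of the fitted maximal effect; plate controls were peptide without protein for full effect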
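Compounds were incubated for 12 min at room temperature with a complex of 100 nM fluorescein-tagged pBACH1 decapeptide and 250 nM His-tagged BRCT protein. Buffer was phosphate pH 7.3 with EDTA, DTT and Tween 20. Disruption of binding lowers the polarization signal.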
A350 autofl: compound fluoresces in the Alexa 350 spectral region; Compound autofluorescence, 340/450 nm, Alexa 350 dye-equivalents; stronger effect = higher value; max dye-equivalent concentration, M; 59,000 tested, 11% active; in the data active means max dye-equivalent concentration above about 10 nM; inconclusive means mostly about 1.1 nM to 9.6 nM
CRE Fsk mod: modulators of forskolin-stimulated CRE signaling in CHO cells; CHO CRE-bla reporter (cAMP response element driving beta-lactamase), forskolin EC10, beta-lactamase ratio; Potency, µM (doses to about 38.2 µM), inactives show at the highest dose activity change, negative = inhibition, most hits filed as activators; 71,000 tested, 2.5% active; AID 662; active means well fitted activation curve with a large enough effect in the signal ratio, with a control signal flat, not every such curve was filed as active; inconclusive means small, poorly fitted or top-dose-only effect, or effect the other way, or a change in a side signal; the % refers to the signal ratio; further: potency means the concentration at half of the fitted maximal effect; % of control where 0% means no effect
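Cells were plated overnight at 37 °C, exposed to compound titrations plus EC10 NKH 477 for 3 h, then given CCF4 dye for 2 h at room temperature. Blue/green (460/530 nm) ratio was converted to %Activity and AC50 values calculated.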
* = called active by the depositor; i = inactive; ? = inconclusive; nt = no result given; [ ] = remark or other dose. Unless noted, the call rests on the fitted dose curve; in most records, active means well fitted curve in the direction sought with a large enough effect; inconclusive means small, poorly fitted or top-dose-only effect, or another doubt; inactive means no such curve, though single readings can be large; an effect the other way counts as inactive or inconclusive.

SMILES	UbGFP stabilizer	4-MU autofl	Epigenetic mod	BRCT PPI red	HBB splicing	Hsp90 Hop PPI	Pol III holo inh	15-hLO inh	BRCT inh green	A350 autofl	CRE Fsk mod
C=CCn1c(Cc2ccc(OC(C)C)c(Cl)c2)nnc1SCC(N)=O	3%	i	6%	-0.1%	3.0%	-2%	-1%	-10%	-0.8%	i	-12%
Cc1nc(SCc2nc3ccccc3[nH]2)c2oc3ccccc3c2n1	11%	i	3%	-0.1%	6.8%[0.369 µM]	?	-2%	8%	8.8%	i	0.016µM*
CCOP1(=O)C=C(C(C)(C)C)OC1c1ccc(F)cc1 (configuration not stated)	14%	i	-2%	-1.6%	8.2%[1.84 µM]	-2%	-4%	0%	-0.3%	i	16%
Cc1ccc(C2c3c(oc4ccccc4c3=O)C(=O)N2c2nnc(C)s2)o1 (configuration not stated)	-5%	i	0%	0.6%	-1.1%	-1%	-4%	3%	-0.5%	i	0%
Fc1ccc2nc(-c3ccccc3)nc(SCc3nnc(-c4ccccc4)o3)c2c1	-3%	2.9e-08M*	-3%	3.1%	2.1%[57.5 µM]	-1%	-2%	-8%	-0.5%	3.8e-08M*	10%
O=C(O)CCNc1cc2ccccc2cc1C(=O)O	-17%	nt	-2%	-1.0%	1.0%	-4%	-4%	-7%	-1.2%	nt	-3%
CC1(C)C(N(O)C(=O)Nc2ccccc2)N(c2cccc(Cl)c2)C(=O)N1O (configuration not stated)	10%	i	4%	-1.2%	-1.1%[57.5 µM]	-4%	-3%	-7%	0.4%	i	-3%
COc1ccccc1NC(=O)CSc1nc(N)cc(N)n1	-5%	i	2%	0.1%	-0.3%	0%	-5%	8%	-1.5%	i	-2%
O=C(O)c1ccc(NS(=O)(=O)c2cccc3cccnc23)cc1	8%	nt	nt	0.0%	-0.4%	-3%	2%	8%	-1.3%	nt	4%
O=C(CSc1nnc(Cc2ccccc2)n1-c1cccc(Cl)c1)N1CCOCC1	0%	i	1%	0.1%	nt	0%	0%	7%	-0.6%	i	0%
CCc1nc2c(cnn2-c2ccc(Cl)cc2)c(=O)n1-c1ccc(OC)cc1	-5%	i	1%	0.5%	0.2%	-2%	0%	-9%	0.1%	i	?
Cc1ccc(S(=O)(=O)N2CC(O)CC2C(=O)Nc2ccc3c(c2)CCC3)cc1 (configuration not stated)	0%	i	0%	-3.4%	2.3%	-2%	1%	4%	-9.6%	i	?
CCN(CC)CCCN1C(=O)C(=O)/C(=C(/O)c2ccc3c(c2)OCO3)C1c1ccccn1 (configuration not stated)	-1%	i	2%	2.2%	-0.8%	-4%	5%	-1%	-3.1%	i	-5%
CC(C)(Oc1ccc(Cl)cc1)C(=O)Nc1ccc2oc(-c3ccncc3)nc2c1	-4%	2.2e-08M*	0%	1.1%	-0.4%	-2%	8%	-1%	-1.4%	1.8e-08M*	?
CC(=O)Nc1ccc(NC(=O)C2CCCN(c3nnc(-n4cccc4)s3)C2)cc1 (configuration not stated)	-9%	i	0%	0.8%	1.3%	-1%	-1%	-5%	-0.8%	i	?
CCc1nnc(NC(=O)CSc2nnc(-c3ccc(O)cc3)n2-c2ccccc2)s1	0%	i	2%	0.6%	-0.1%[57.5 µM]	0%	0%	2%	-0.7%	i	5%
O=C(Nc1ccccc1C(=O)NCc1ccco1)c1ccccc1	12%	nt	-2%	-1.8%	-1.3%	-5%	1%	-1%	-0.8%	nt	?
Cc1ccc2nc3c(cc(C(=O)NCC4CCCO4)c(=N)n3CCCOC(C)C)c(=O)n2c1 (configuration not stated)	-6%	1.5e-05M*	-2%	0.8%	-2.5%[57.5 µM]	-10%	-5%	-24%	0.8%	2.1e-05M*	10µM*
COc1ccc(S(=O)(=O)N[C@H](C(=O)O)C(C)C)cc1	-7%	i	2%	-0.2%	1.3%[57.5 µM]	0%	-2%	7%	-1.2%	i	-8%
CCOc1cc(CN2CCN(c3ccc(C(C)=O)cc3)CC2)ccc1OC	11%[9.17 µM]	nt	0%	1.1%	-3.3%[0.0738 µM]	-5%[11 µM]	2%[11.4 µM]	-21%[11.4 µM]	-2.6%	nt	?
COC(=O)c1oc2ccc(Cl)cc2c1NC(C)=O	-5%	?	3%	-0.8%	-0.2%	8%	6%	-4%	-0.3%	?	18%
O=C(NC1=NCCS1)c1ccncc1	0%	i	4%	1.2%	-1.6%	-4%	-7%	18%	-0.3%	i	?
O=C(CSc1nnc(-c2cccs2)n1-c1ccccc1)c1ccc2c(c1)OCCO2	1%	i	-1%	1.2%	-3.3%	-1%	-2%	17%	0.5%	i	-11%
CCCCNC(=O)c1nn(-c2ccccc2OC)c(=O)c2ccccc12	6%	i	-1%	-1.3%	6.8%	4%	0%	1%	-0.5%	i	-5%
CC1CCCCN1CCNC(=O)c1cc2c(=O)n(C)c3ccccc3c2n1C (configuration not stated)	11%	nt	nt	-2.2%	-0.1%	-6%[2.3 µM]	-16%	2%	1.4%	nt	?
Cn1c(C(O)c2ccccc2F)nc(Cl)c1Cl (configuration not stated)	-4%	i	0%	-3.0%	-0.1%[57.5 µM]	-2%	-5%	11%	-3.9%	i	-9%
c1cncc(Nc2nc(-c3cccs3)cs2)c1	1%	i	3%	0.6%	-0.3%	-5%	-6%	7%	-0.4%	i	1%
O=C(O)CCOc1ccc2c(c1)OCCO2	-1%	i	0%	-0.4%	-0.3%[57.5 µM]	1%	-2%	2%	-2.9%	i	-15%
CCc1nnc(NC(=O)C(NS(=O)(=O)c2ccc3c(c2)OCCO3)C(C)C)s1 (configuration not stated)	1%	i	-1%	-0.5%	0.3%[57.5 µM]	0%	-5%	2%	-1.0%	i	-2%
COc1ccc2c(c1)OC13CCN(C)CC1C2C(C(=O)c1ccc(F)cc1)C(=O)N3 (configuration not stated)	-2%	nt	nt	0.7%	-0.7%	-4%[2.3 µM]	3%	-7%	-1.6%	nt	-5%
O=S(=O)(c1ccc2c(c1)C(=NO)c1cc(S(=O)(=O)N3CCCCC3)ccc1-2)N1CCCCC1	2%	3.3e-08M*	2%	-2.3%	nt	-8%	-3%	-11%	-0.9%	3.1e-08M*	?
Cc1ccc2cccc(OCC(=O)NCc3ccco3)c2n1	-2%	i	5%	0.9%	-0.2%[57.5 µM]	0%	-3%	2%	-1.1%	i	-11%
CCN(Cc1ccccc1)Cc1c(F)cccc1F	-2%	nt	0%	-0.4%	-0.2%[9.22 µM]	5%	1%	-6%	-1.9%	nt	3%
O=C1C(=O)N(CCN2CCOCC2)C(c2ccccn2)/C1=C(/O)c1ccc(Cl)cc1 (configuration not stated)	1%	i	2%	0.0%	-0.2%[57.5 µM]	?	-3%	-9%	1.0%	i	4%
COc1ccc(NC(=O)c2ccco2)c(NC(=O)Cc2cccs2)c1	0%	i	-3%	-0.9%	0.8%	-2%	-2%	4%	-1.0%	i	?
COCCSc1ccccc1C(=O)Nc1cc(C)on1	4%	i	-3%	-2.1%	-0.9%	-3%	0%	?	-0.2%	i	-21%
O=C(Nc1nccs1)Oc1ccccc1	-4%	i	0%	-2.6%	0.8%	-2%	-2%	-1%	-2.5%	i	7%

Random excerpt: six compounds from above
SMILES	UbGFP stabilizer	4-MU autofl	Epigenetic mod	BRCT PPI red	HBB splicing	Hsp90 Hop PPI	Pol III holo inh	15-hLO inh	BRCT inh green	A350 autofl	CRE Fsk mod
CCCCNC(=O)c1nn(-c2ccccc2OC)c(=O)c2ccccc12	6%	i	-1%	-1.3%	6.8%	4%	0%	1%	-0.5%	i	-5%
COc1ccc(NC(=O)c2ccco2)c(NC(=O)Cc2cccs2)c1	0%	i	-3%	-0.9%	0.8%	-2%	-2%	4%	-1.0%	i	?
Cn1c(C(O)c2ccccc2F)nc(Cl)c1Cl (configuration not stated)	-4%	i	0%	-3.0%	-0.1%[57.5 µM]	-2%	-5%	11%	-3.9%	i	-9%
Fc1ccc2nc(-c3ccccc3)nc(SCc3nnc(-c4ccccc4)o3)c2c1	-3%	2.9e-08M*	-3%	3.1%	2.1%[57.5 µM]	-1%	-2%	-8%	-0.5%	3.8e-08M*	10%
CCOP1(=O)C=C(C(C)(C)C)OC1c1ccc(F)cc1 (configuration not stated)	14%	i	-2%	-1.6%	8.2%[1.84 µM]	-2%	-4%	0%	-0.3%	i	16%
O=C(Nc1nccs1)Oc1ccccc1	-4%	i	0%	-2.6%	0.8%	-2%	-2%	-1%	-2.5%	i	7%

Screening results from PubChem BioAssay.
